TRb SRC2 PPI: qHTS for Inhibitors of the Interaction of Thyroid Hormone Receptor and Steroid Receptor Coregulator 2; Thyroid hormone receptor beta (Homo sapiens), P10828; TRbeta-SRC2 peptide binding, fluorescence polarization; receptor liganded with 1 µM T3; Potency, µM (top dose mostly 106 µM), for inactives: at the highest dose activity change, negative = inhibition, most hits filed as inhibitors; 280,000 compounds, 0.065% hits; AID 1469, 2008;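 further: plate controls were bound peptide for no effect and peptide without receptor for full effect; nearly all actives have a fitted effect of over 50% in size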
Target sequence (P10828 whole entry, looked up): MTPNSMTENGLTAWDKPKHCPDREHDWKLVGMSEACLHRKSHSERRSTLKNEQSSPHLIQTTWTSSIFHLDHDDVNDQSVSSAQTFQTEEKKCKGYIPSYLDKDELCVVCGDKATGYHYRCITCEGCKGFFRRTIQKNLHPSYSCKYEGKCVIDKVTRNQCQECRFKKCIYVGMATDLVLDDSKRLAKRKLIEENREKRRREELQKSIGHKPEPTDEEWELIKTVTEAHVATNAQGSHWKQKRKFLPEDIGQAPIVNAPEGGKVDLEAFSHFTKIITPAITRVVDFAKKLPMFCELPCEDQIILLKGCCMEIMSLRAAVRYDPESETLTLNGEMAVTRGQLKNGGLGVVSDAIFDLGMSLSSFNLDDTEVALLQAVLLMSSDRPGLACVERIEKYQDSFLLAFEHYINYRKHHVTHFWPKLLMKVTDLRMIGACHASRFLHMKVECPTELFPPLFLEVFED
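Human TRb ligand-binding domain (0.6 uM) is mixed with 20 nM Texas Red SRC2 peptide and 1 uM T3; after compound addition and 5 hr at ambient temperature, polarization is measured and normalized to unbound and bound controls.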
RECQ1 helicase: qHTS Assay for Inhibitors of RecQ-Like Dna Helicase 1 (RECQ1); Potency, µM (top dose mostly 57.3 µM), for inactives: at the highest dose activity, negative = inhibition, most hits filed as inhibitors; 240,000 compounds, 0.54% hits; ATP-dependent DNA helicase Q1 (Homo sapiens), P46063; RECQ1 DNA unwinding, red fluorescence kinetic read;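 further: plate controls were vehicle for no effect and no enzyme for full effect; nearly all actives have a fitted effect of over 30% in size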
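50 nM RECQ1T1 preincubated 15 min with compound in Tris pH 8.0 buffer with MgCl2, DTT, Tween-20 and 2.5 ug/ml poly(dI-dC); started with 200 nM TAMRA/BHQ-2 forked duplex and 2 mM ATP. Unwinding read as fluorescence (525/598 nm), two reads 2 h apart.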
Lamin A splicing: qHTS Assay for Modulators of Lamin A Splicing. HeLa LMNA splicing GFP/RFP minigene ratio, 48 h. Potency, µM (titrated, usually from 46.1 µM), without a hit: at the highest dose ratio change, negative = inhibition, hits mostly inhibitors. 200,000 compounds, 0.01% hits; active means well fitted inhibition curve with a large enough effect in the signal ratio, with a control signal flat, not every such curve was filed as active; inconclusive means small, poorly fitted or top-dose-only effect, or effect the other way, or a change in a side signal; the % refers to the signal ratio; further: on the % scale 0 is the no-effect control and ±100 the full control effect
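Read-out is the ratio of GFP to DsRed2 object intensity, acquired by 488 nm laser-scanning cytometry on HeLa lamin A-EGFP minigene reporter cells. Compound incubation 48 hrs at 37 °C in Opti-MEM with 2% FBS; DMSO 0.5% final.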
JMJD2E inh: qHTS Assay for Inhibitors of Human Jumonji Domain Containing 2E (JMJD2E). AID 2147, 2009. Potency, µM (highest dose often 57.1 µM), for inactives: at the highest dose activity change, negative = inhibition, hits mostly inhibitors. 230,000 compounds, 1.6% hits. JMJD2E catalytic domain, FDH-coupled NADH fluorescence (FDH is formaldehyde dehydrogenase). Lysine-specific demethylase 4E (Homo sapiens), B2RXH2; active means well fitted inhibition curve with a large enough effect, not every such curve was filed as active; inconclusive means small, poorly fitted or top-dose-only effect, or another doubt; inactive means no such curve, though single readings can be large or run the other way;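 further: 0% = wells with enzyme and -100% = buffer wells without enzyme; nearly all actives have a fitted effect of over 50% in size; many of its hits are not listed in these tables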
Target sequence (B2RXH2 1-337 limits assumed): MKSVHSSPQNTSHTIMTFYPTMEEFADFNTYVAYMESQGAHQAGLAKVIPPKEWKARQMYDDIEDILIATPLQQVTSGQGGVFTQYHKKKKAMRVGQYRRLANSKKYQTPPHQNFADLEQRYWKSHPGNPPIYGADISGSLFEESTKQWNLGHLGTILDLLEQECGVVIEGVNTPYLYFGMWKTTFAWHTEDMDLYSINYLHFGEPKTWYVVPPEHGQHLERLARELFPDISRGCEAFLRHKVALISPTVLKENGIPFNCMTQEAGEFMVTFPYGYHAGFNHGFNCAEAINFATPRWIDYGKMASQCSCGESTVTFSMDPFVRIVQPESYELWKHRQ
ALDH1A1 block: qHTS Assay for Inhibitors of Aldehyde Dehydrogenase 1 (ALDH1A1) | 220,000 compounds, 7.3% hits | Potency, µM (titrated, usually from 75.3 µM), inactives show at the top dose activity, negative = inhibition, hits mostly inhibitors | Aldehyde dehydrogenase 1A1 (Homo sapiens), P00352 | Purified ALDH1A1, NADH fluorescence, propionaldehyde substrate; active means well fitted inhibition curve with a large enough effect, not every such curve was filed as active; inconclusive means small, poorly fitted or top-dose-only effect, or another doubt; inactive means no such curve, though single readings can be large or run the other way;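 further: plate controls were no enzyme wells and a reference inhibitor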
SMN2 splice up: qHTS Assay for Enhancers of SMN2 Splice Variant Expression; 210,000 compounds, 2.8% hits; Potency, µM (highest dose often 46.1 µM), for the others: at the highest dose activity change, positive = activation, hits mostly activators; HEK293 SMN2-luciferase splicing reporter, luminescence, 30-36 h; further: % of control where 0% means no effect; nearly all actives have a fitted effect of over 55% in size
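qHTS luciferase splicing reporter: luminescence rises when SMN2 exon 7 is included in transfected HEK293 cells. Compound exposure lasted 30-36 h at 37C, with 4.5 mM final sodium butyrate as control, followed by a ONE-Glo read.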
TR SRC2 fluor cs: Total Fluorescence Counterscreen for Inhibitors of the Interaction of Thyroid Hormone Receptor and Steroid Receptor Coregulator 2 | TRb/SRC2 Texas Red total fluorescence interference | Potency, µM (doses to about 106 µM), for inactives: at the top dose fluorescence change, negative = quenching | 280,000 compounds, 0.29% hits | AID 1479, 2009; active means well fitted curve in either direction with a large enough effect; inconclusive means small, poorly fitted or top-dose-only effect; further: on the % scale 0 is the no-effect control and ±100 the full control effect
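Human TRβ ligand-binding domain (0.6 uM) and Texas Red SRC2 peptide (20 nM) in Tris buffer with 1 uM T3 and 5% DMSO were incubated with pinned compound for 5 hr at ambient temperature. Total fluorescence was computed as S + 2P (555/632 nm).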
RGS12 GoLoco inh: qHTS Assay for Inhibitors of RGS12 GoLoco Motif Activity (Red Fluorophore). Guanine nucleotide-binding protein G(i) subunit alpha-1 (Homo sapiens), P63096. Gai1:RGS12 GoLoco peptide FP, rhodamine, 10 min. Potency, µM (series often up to 61.6 µM), inactives show at the highest dose activity, negative = inhibition, usual class: inhibitors. 230,000 compounds, 0.44% hits; active means well fitted inhibition curve with a large enough effect, not every such curve was filed as active; inactive means no such curve, though single readings can be large or run the other way; further: on the % scale 0 is the no-effect control and ±100 the full control effect; nearly all actives have a fitted effect of over 30% in size; many of its hits are not listed in these tables
Starred values were filed as active, the others as inactive; i = inactive; ? = inconclusive; · = not tested or not shown; [ ] = dose if it differs, or a comment. Unless noted, the call rests on the fitted dose curve; in most records, active means well fitted curve in the direction sought with a large enough effect; inconclusive means small, poorly fitted or top-dose-only effect, or another doubt; inactive means no such curve, though single readings can be large; an effect the other way counts as inactive or inconclusive. Potency means the concentration at half of the fitted maximal effect.

The opening two entries as a preview:
SMILES | TRb SRC2 PPI | RECQ1 helicase | Lamin A splicing | JMJD2E inh | ALDH1A1 block | SMN2 splice up | TR SRC2 fluor cs | RGS12 GoLoco inh
O=C(NCc1ccc(F)cc1)c1ccc(CS(=O)(=O)Cc2ccccc2F)o1 | -25%[53 µM] | i | -4%[0.0737 µM] | 1% | 13µM* | -28% | -2%[53 µM] | 18%
O=C(NC(Cc1ccccc1)C(=O)OCC(=O)N1CCc2ccccc21)c1ccco1 (stereo not drawn) | -3% | -4% | 16% | 2% | ? | 8% | -2% | 2%

The list itself (from the top)
SMILES | TRb SRC2 PPI | RECQ1 helicase | Lamin A splicing | JMJD2E inh | ALDH1A1 block | SMN2 splice up | TR SRC2 fluor cs | RGS12 GoLoco inh
O=C(NCc1ccc(F)cc1)c1ccc(CS(=O)(=O)Cc2ccccc2F)o1 | -25%[53 µM] | i | -4%[0.0737 µM] | 1% | 13µM* | -28% | -2%[53 µM] | 18%
O=C(NC(Cc1ccccc1)C(=O)OCC(=O)N1CCc2ccccc21)c1ccco1 (stereo not drawn) | -3% | -4% | 16% | 2% | ? | 8% | -2% | 2%
Cc1cc(C2C(C#N)=C(N)OC3=C2C(=O)CCC3)c(C)s1 (stereo not drawn) | 5% | 1% | 19% | 6% | 8% | 21% | -1% | 1%
O=C(NCCSCc1ccco1)c1ccc(CN2CCOCC2)cc1 | 2% | -8% | 6% | 1% | -2% | 10% | 1% | 0%
Cc1ccc(-c2nnc(SCc3nc4ccccc4[nH]3)n2Cc2ccco2)cc1 | -17% | -26% | ? | ? | 16µM* | -8% | 2% | 14%
CCCn1c(SCC(=O)c2cc(OC)ccc2OC)nc2c1c(=O)n(C)c(=O)n2C | -1% | -6% | 8% | 5% | 2% | -11% | -2% | 1%
O=C(O)CCNc1ccc(Cl)cc1 | -3% | -5% | · | -19% | · | · | -3% | 1%
Cn1c(Cc2ccc3c(c2)OCO3)nnc1SCC(=O)N1CCc2ccccc2C1 | -3% | -14% | 2% | -3% | -9% | -11% | 0% | 5%
N#Cc1c(NC(=O)Cn2c(=O)oc3ccccc32)oc(-c2ccccc2)c1-c1ccccc1 | -5% | i | -28% | ? | 13µM* | -16% | 1% | 18%
O=C(CSc1n[nH]c(=O)[nH]c1=O)N/N=C/c1ccccc1O | -2% | -3% | 1% | 14µM* | 11% | 2% | 0% | -1%
CC(=NC1CC1)c1c(-c2ccccc2)[nH]n(-c2nc3ccccc3s2)c1=O | -9% | -5% | 1% | -3% | -2% | -20% | -2% | 172%
Cc1c(Cl)cccc1NC(=O)CSc1nnc(CCNC(=O)OC(C)(C)C)o1 | 1% | -7% | 3% | 6% | -4% | -15% | 0% | -2%
O=C(Nc1ccc(S(=O)(=O)NC2=NCCCCC2)cc1)c1ccc(C(F)(F)F)cc1 | -2% | -8% | · | -1% | · | · | 1% | -35%
O=C(O)c1ccc2c3c(cccc13)C(=O)N(OS(=O)(=O)c1ccccc1)C2=O | 10% | i | · | -2% | -19% | 0% | 1% | -18%
Cc1sc2nc(CSCC(=O)Nc3c(Cl)cccc3Cl)[nH]c(=O)c2c1C | -1% | -8% | -10% | ? | -8% | -8% | -6% | 47%[activator]
COc1ccc(-c2cc(=O)oc3cc(OCC(=O)c4cccc([N+](=O)[O-])c4)ccc23)cc1 | 2% | 0% | ? | 9% | -1% | -2% | -2% | -3%
O=C(N/N=C/c1cn(-c2ccccc2)nc1-c1cc2ccccc2o1)c1ccccc1Br | 11% | 0% | ? | 0% | ? | 4.5µM* | 14% | -4%
CCOC(=O)CCN1C(=O)[C@H]2[C@H]3[C@H](O)[C@H](O)C/C(=N/NC(=O)OCC)[C@@H]3CC[C@@H]2C1=O | 2%[11.2 µM] | i[11.5 µM] | · | · | 2%[13.5 µM] | · | -1%[11.2 µM] | ·
COc1ccc(-c2nnn(CC(=O)c3ccc4c(c3)OCCO4)n2)cc1OC | -8% | 0% | ? | 2% | 28µM* | -54%[inhibitor] | 0% | 17%
C/C(=N/NC(=O)CNC(=O)c1cccnc1)c1cccc([N+](=O)[O-])c1 | -4% | -9% | · | 1% | 1% | -26% | -1% | 9%
COc1ccc(C2CC(c3ccc(OC)cc3)n3nc(NS(C)(=O)=O)nc3N2)cc1 (stereo not drawn) | 3% | -7% | · | -4% | · | · | 2% | 7%
COc1ccc(/C=N/n2c(C)nnc2C)c(OC)c1OC | -21% | -6% | -4% | ? | ? | 3% | 2% | 11%
O=C(CN1C(=O)C2C3C=CC(C4CC34)C2C1=O)Nc1cccc2ncccc12 (stereo not drawn) | 5% | i | -1%[46 µM] | -7% | -1% | -5% | -1% | 11%
CCN1CCN(C(=O)CN(c2cc(OC)ccc2OC)S(C)(=O)=O)CC1 | -15% | -3% | -4% | 0% | -6% | 15% | 2% | 9%
CCC(=O)c1ccc(OCC(=O)N(C)CC(=O)Nc2cccc(F)c2)cc1 | 5% | 0% | ? | 3% | -3% | 4% | -2% | 0%
COc1ccc(Cl)cc1C(=O)NNC1CC(=O)N(Cc2ccc(Cl)cc2)C1=O (stereo not drawn) | 1% | -8% | -7% | -1% | -4% | 0% | -2% | 14%
COc1cccc(/C=N/n2c(-c3n[nH]c4c3CCC4)n[nH]c2=S)c1O | 8% | 10% | -6% | 32µM* | ? | 6% | -7% | -1%
COc1cc(/C=N/O)ccc1OCc1ccc(Cl)cc1 | -5% | i | · | 2% | ? | 6.3µM* | -1% | 11%
Cn1c(=O)c2c(ncn2Cc2ccc(Cl)c(Cl)c2)n(C)c1=O | -5% | i | ? | 2% | 4% | -73%[inhibitor] | 1% | -4%
COC(=O)Cc1ccc(NC(=S)NCc2ccccc2Cl)cc1 | 7% | -6% | -6% | -4% | -5% | · | -4% | ·
Clc1ccc(CO/N=C/c2c(-c3ccccc3)nc3n2CCS3)c(Cl)c1 | 8% | -16% | 2% | ? | ? | -20% | 1% | 2%
CCO/N=C(/c1nonc1N)N1CCN(c2ccc([N+](=O)[O-])cc2)CC1 | -1% | -12% | 5% | 2% | 11µM* | 7% | -4% | -2%
O=C(O)c1cccc(NC(=O)c2cn(-c3ccccc3)nc2-c2cc3ccccc3o2)c1 | 5% | -1% | -10% | -2% | 3% | 21% | -4% | 10%
CCc1ccc(OCC(=O)NNC(=O)Cc2cccs2)cc1 | 4% | -3% | -3% | -3% | 2% | -9% | -12% | -20%
c1ccc(-n2cnnc2SCc2cn3ccccc3n2)cc1 | -12% | -6% | -2% | 1% | -9% | -10% | 0% | 2%
CCCOc1cccc(OCC(=O)Nc2nc3ccccc3[nH]2)c1 | -6% | 1% | ? | 2% | -10% | -22% | 1% | -2%
Cc1ccc(C)c(NC(=O)C2CCCN2/C=C/C(=O)C(F)(F)F)c1 (stereo not drawn) | -3% | 0% | -7% | 5% | -3% | 6% | 7% | 5%
CC(=O)OCC1OC(C#CC2=CCCCC2)C=CC1OC(C)=O (stereo not drawn) | 4%[11.2 µM] | -6%[11.5 µM] | · | · | ? | · | -4%[11.2 µM] | ·
Cc1cc(NC(=O)CSc2nc(C(C)C)nc3ccccc23)no1 | 8% | 2% | -20% | 6% | ? | -59%[inhibitor] | 1% | -15%
NC(=O)c1ccc(Oc2cccc3cccnc23)c([N+](=O)[O-])c1 | 1% | i | -4%[46 µM] | ? | 0% | -6% | -1% | 14%
COc1ccc(NS(=O)(=O)c2ccc(N3C(=O)CCC3=O)cc2)cc1 | 0% | i | 3% | -1% | 1% | 0% | -1% | 1%
Cc1cc2c(s1)c1cnn(Cc3ccccc3F)c(=O)c1n2C | 11% | -4% | 5% | 0% | ? | -7% | 3% | -12%
Cc1ccc(C)c(NC(=S)NC(NC(=O)/C=C/c2ccccc2)C(Cl)(Cl)Cl)c1 (stereo not drawn) | 0% | 9% | ? | 6% | 1% | -52%[inhibitor] | -3% | -6%
CN1CCOCCOCCN(C)C(=O)N2CCOCCOCCN(CCOCC2)C1=O | 4% | -16% | 8% | -10% | 13% | 4% | -2% | 1%
O=S(=O)(Cc1ccc(Cl)cc1)NCC1CCCO1 (stereo not drawn) | -11% | i | -11% | 8% | -2% | -13% | -2% | 3%
O=C(NCC(c1cccs1)N1CCOCC1)c1ccc(Cl)c(S(=O)(=O)N2CCOCC2)c1 (stereo not drawn) | -3% | -11% | · | ? | · | · | -3% | 5%
Cc1ccc(C(=O)Nc2nnc(SCC(=O)N3CCCc4ccccc43)s2)cc1 | 4% | -5% | -18% | ? | ? | ? | 0% | 6%
COc1ccc(/C=N/NC(=O)C(C)n2cnc3ccccc3c2=O)cc1OC (stereo not drawn) | -6% | -1% | 8% | -15% | 7% | 3% | 1% | -4%
O=C(c1cc([N+](=O)[O-])ccc1Cl)N1CCN(c2ccc(F)cc2)CC1 | -3% | 5% | ? | 11% | -14% | -21% | -1% | -11%
FC(F)Oc1ccc(NC(=S)NCc2ccccc2)cc1 | 9% | -1% | -16% | 3% | 2% | 25% | 6% | 5%
O=C(CSc1nnc(Cc2cc(=O)[nH]c(=O)[nH]2)n1-c1ccc(F)cc1)NC1CCCC1 | -1% | -6% | -5% | 1% | -10% | 4% | 0% | 9%
CC(=O)NC1=NN(C(C)=O)C2(S1)C(=O)N(C(C)=O)c1ccc(C)cc12 (stereo not drawn) | 2% | i | 17%[46 µM] | 3% | 4% | 12% | 4% | 11%
Cc1noc(C)c1CCC(=O)O | 4% | 22% | 11%[46 µM] | 6% | 14% | 4% | -4% | 13%

Some of the compounds tested; the hit share may differ from the screen's.
